# Screening results (PubChem BioAssay)
# Yeast tox: Inhibitors of S. cerevisiae growth, toxicity; 30,000 compounds, 0.3% hits; S. cerevisiae wild-type growth, A595 turbidity, 16 h; growth inhibition, % at 25 µM (by protocol);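 active = mutant and wild-type yeast strains alike exhibit over 30% growth inhibition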;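 also: 0% = untreated cell controls and 100% = YPD media blanks without cells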
#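 Schedule: 16 h growth with compound, 30 °C. System: yeast, wild-type or eIF2Bepsilon-R284H mutant. Doses: one dose, 25 µM compound[…]. Buffer or medium: YPD. Signal: turbidity measured as absorbance at 595 nm. Read-out basis: growth inhibition (%) versus cell controls and blanks.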
# eIF2B yeast act: modulators of yeast eIF2B activity. S. cerevisiae eIF2B-epsilon R284H, GCN4-lacZ luminescence. inhibition, % at 25 µM (by protocol). 27,000 compounds, 0.91% hits. AID 688;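 active = mutant luminescence inhibited past about 50% while wild type luminescence and mutant growth stay under set limits, limit read from the data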; also: some compounds called inactive have numbers as strong as hits
#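 Material – yeast eIF2B-epsilon R284H mutant carrying GCN4–beta-galactosidase fusion · Medium – YPD yeast growth medium · Compound – one concentration, 25 µM, 0.25% DMSO · Times – 16 h at 30 °C exposure · Signal – Beta-Glo luminescence plus absorbance at 595 nm · Read-out – % inhibition of reporter signal and growth versus controls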
# Yeast tox inhibition %: second read-out of Yeast tox, no call of its own (marks repeat the call); growth inhibition, %; S. cerevisiae eIF2Bepsilon-R284H mutant growth, A595 turbidity, 16 h;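 each compound tested once at 25 µM; 0% equals untreated cells and 100% equals cell-free medium blanks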
# eIF2B yeast act mutant toxicity: further read-out of eIF2B yeast act, marked with its call; growth inhibition, %; measured here: mutant yeast growth, toxicity;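 each compound tested once at 25 µM; zero equals untreated control growth and 100 equals blank medium absorbance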
# Active calls of the source: *; x = no result given. These rows are one share of the data; the hit share may differ from the screen's.
# The line under a structure holds: Yeast tox, Yeast tox inhibition %, eIF2B yeast act, eIF2B yeast act mutant toxicity
CC(C)C(NC(=O)OCc1ccccc1)C(=O)O (configuration not stated)
    11, 0, 29, x
Cn1ccnc1SCC(=O)Nc1cccc(O)c1
    -13, 21, x, x
Cc1c(-c2ccc(F)cc2)[n+](=O)c(-c2ccc(F)cc2)c(C)n1[O-]
    -15, 0, 4, x
CC(C)CCNC(=O)c1cccc(Cl)c1
    -1, 0, 35, x
CC(CCc1ccc(O)cc1)N(C)CCc1ccccc1 (configuration not stated)
    -1, -7, 11, -7
Cc1ccc(CNC(=O)C(=O)NCCCn2ccnc2)cc1
    x, x, 22, x
Cc1ccc(-c2nc3ncccc3o2)cc1NC(=O)COc1ccccc1
    5, 6, 12, 6
O=C(c1ccco1)N1CCN(C(c2ccccc2F)c2nnnn2CC2CCCO2)CC1 (configuration not stated)
    18, 17, 12, 17
Cc1cc(N2CCOCC2)nc(SCC(=O)c2ccccc2)n1
    -1, -12, 11, -12
CCc1cc2c(NCCC(=O)O)ncnc2s1
    -2, 5, 12, 5
O=C(OCc1ccc2c(c1)OCO2)c1cccc(S(=O)(=O)N2CCCCC2)c1
    9, 16, 19, 16
CCOC(=O)/C(C#N)=C1/C=Cc2ccccc2N1CC
    -15, -5, 21, -5
CCOc1ccc(-c2nnc(-c3ccccc3)o2)cc1
    -17, -22, -8, -22
CCOC(=O)c1c(NC(=O)c2ccnn2C)sc(C)c1C
    11, 6, 45, 6
O=C(N1CCOCC1)N1CCN(CC(O)COc2ccc3ccccc3c2)CC1 (configuration not stated)
    -26, -9, -5, -9
CCCC(=O)N1CCN(c2ccc(NC(=O)c3cc4ccccc4o3)cc2)CC1
    -4, -9, x, x
O=C(O)CCc1ccc(-c2ccc(F)cc2)n1CC(=O)O
    6, -2, 25, -2
CCCCn1c(SCC(=O)Nc2sc3c(c2C(N)=O)CCC3)nnc1-c1ccccc1
    8, 0, 7, x
Cc1c(C(N)=O)sc2nc(-c3ccccc3)cn12
    7, 2, 17, 2
CC(=O)Nc1ccc(NC(=O)CN(c2ccc(F)cc2)S(=O)(=O)c2ccc3c(c2)OCCO3)cc1
    24, 7, x, x
CC(C)CCOc1ccc(C(=O)C[N+]2(C)CCOCC2)cc1
    15, 10, 5, 10
COc1ccc(CNS(=O)(=O)c2ccc(C3CNC(=O)C3)cc2)cc1 (configuration not stated)
    19, -27, x, x
NC(=O)CSc1nnnn1-c1ccc(OC(F)(F)F)cc1
    3, -3, -36, -3
N/C(CCN1CCCCC1)=N/O
    18, 18, -6, 18
CC(C)OC(=O)CSc1nc2c(c(C3CC=CCC3)c1C#N)CCC2 (configuration not stated)
    11, 15, 14, 15
COc1ccc(C(=O)NCc2cccnc2)cc1
    5, -2, 1, -2
COc1ccc(Nc2nc(-c3cccs3)cs2)c(OC)c1
    0, 12, 9, 12
CC(=O)Nc1nonc1-c1ccccc1
    6, 4, 21, 4
C=CCn1c(-c2cc(Cl)ccc2OC)n[nH]c1=S
    0, 10, x, x
CCCCCCNC(=O)CC(NS(=O)(=O)c1ccc(NC(C)=O)cc1)C(C)C (configuration not stated)
    4, 7, 20, 7

# By substructure, the compounds so far with an aryl methoxy group
# The line under a structure holds: Yeast tox, Yeast tox inhibition %, eIF2B yeast act, eIF2B yeast act mutant toxicity
COc1ccc(CNS(=O)(=O)c2ccc(C3CNC(=O)C3)cc2)cc1 (configuration not stated)
    19, -27, x, x
COc1ccc(C(=O)NCc2cccnc2)cc1
    5, -2, 1, -2
COc1ccc(Nc2nc(-c3cccs3)cs2)c(OC)c1
    0, 12, 9, 12
C=CCn1c(-c2cc(Cl)ccc2OC)n[nH]c1=S
    0, 10, x, x

# The listing continues.
# The line under a structure holds: Yeast tox, Yeast tox inhibition %, eIF2B yeast act, eIF2B yeast act mutant toxicity
COc1ccc(N/N=C(/N=Nc2nc(C)cc(=O)[nH]2)c2ccccc2)cc1
    -27, 0, 13, x
CCOC(=O)CSC1=C(C#N)C(c2ccco2)C(C(=O)OCc2ccccc2)=C(C)N1 (configuration not stated)
    -6, 0, 23, x
CCOc1cc(C(=O)Nc2ccc3c(c2)OCO3)ccc1OC(F)F
    -9, 24, 7, 24
CCOC(=O)c1c2n(c3ccc(O)cc13)CCCCC2
    -1, 5, 4, 5
COc1ccc(S(=O)(=O)CCC(=O)N2c3ccccc3CC2C)cc1 (configuration not stated)
    -4, 4, 56*, x
Cc1ccc(-c2csc(NC(=O)CSc3nc(C)cc(=O)[nH]3)n2)cc1
    -19, 0, 18, x
O=C(CS(=O)(=O)c1c[nH]c2ccccc12)N1CCCCC1
    14, 14, 22, 14
Cc1ccc(-n2c(C)cc(C)c(C#N)c2=O)cc1
    14, -16, -7, -16
COc1ccc(-c2ccc(Nc3ccc(C(=O)N4CCOCC4)cc3)nn2)cc1OC
    -16, -17, 33, -17
CCCOc1ccc(/C(O)=C2/C(=O)C(=O)N(CCN(C)C)C2c2ccco2)cc1 (configuration not stated)
    24, 0, x, x
Cc1ccn(C(=O)c2cc3c(C)nn(-c4ccccc4)c3s2)n1
    -24, 3, x, x
O=C(O)c1cccnc1SC1CC(=O)N(Cc2ccccc2)C1=O (configuration not stated)
    x, x, 21, x
COc1ccccc1OCc1ccc(C(=O)n2nc(C)c(Cl)c2C)o1
    10, 5, -5, 5
CCOC(=O)/C(C(N)=NC)=C(\O)c1ccccc1
    x, x, 5, x
CC1(C)CC(NC(=O)c2ccc3c(c2)OCO3)CC(C)(C)N1
    3, -7, 1, -7
COC(=O)c1cn(-c2ccccc2)nc1-c1ccccc1
    9, 6, 16, 6
COc1ccc(C/C(N)=N/n2cnnc2)cc1
    -11, 8, -1, 8
CCOc1ccc(-c2[nH]nc3c2C(c2ccc(O)cc2)C(C#N)=C(N)O3)cc1 (configuration not stated)
    0, 0, 18, x
COCCn1c(SCC(=O)N2CCCc3ccccc32)nnc1-c1ccoc1C
    18, -4, 4, -4
CCc1nc2oc3cc(OC)ccc3c(=O)c2c(=O)n1Cc1ccco1
    11, -17, 18, -17
COCC(C)NC(=O)NC1(C(F)(F)F)Oc2ccc(Cl)cc2O1 (configuration not stated)
    8, 4, 22, 4
O=c1c2c3c(sc2n2cnnc2n1CCc1ccccc1)CCCC3
    x, x, -4, x
COc1cccc(NC(=O)c2oc3ccccc3c2NC(=O)C2CC2)c1
    3, -8, 22, -8
CCOC(=O)CNC(=O)C(Cc1ccccc1)NS(=O)(=O)c1cccs1 (configuration not stated)
    1, -18, 13, -18
COc1cc(SC)ccc1C(=O)NCC1CCCO1 (configuration not stated)
    21, 3, 12, 3
Cn1cnnc1SCc1ccc(-c2ccc(Br)cc2)o1
    -8, 7, 26, 7
C=CCn1c(CSc2nc3ccccc3s2)nnc1SCC(=O)NCc1cccnc1
    3, 8, -1, 8
COc1ccc(CN2CCN(c3cccc(C)c3C)CC2)cc1OC
    x, x, 4, x
CC1Cc2ccccc2N1S(=O)(=O)c1cccs1 (configuration not stated)
    -2, -4, 28, -4
O=C1OCC/C1=C\c1ccccc1O
    6, 8, 15, 8

# A draw from above in order of count of non-hydrogen atoms, rising.
# The line under a structure holds: Yeast tox, Yeast tox inhibition %, eIF2B yeast act, eIF2B yeast act mutant toxicity
CC1Cc2ccccc2N1S(=O)(=O)c1cccs1 (configuration not stated)
    -2, -4, 28, -4
O=C(O)c1cccnc1SC1CC(=O)N(Cc2ccccc2)C1=O (configuration not stated)
    x, x, 21, x
COc1ccc(S(=O)(=O)CCC(=O)N2c3ccccc3CC2C)cc1 (configuration not stated)
    -4, 4, 56*, x

# More compounds:
# The line under a structure holds: Yeast tox, Yeast tox inhibition %, eIF2B yeast act, eIF2B yeast act mutant toxicity
O=C(CCN1CCN(c2ccccc2)CC1)Nc1ccc(OCc2ccccc2)cc1
    -22, 5, x, x
Cc1nnc(NC(=O)CCCN2C(=O)c3ccccc3C2=O)s1
    3, 17, -18, 17
COC(=O)c1ccccc1CON1C(=O)C(C)(C)N(OCc2ccccc2C(=O)OC)C(=O)C1(C)C
    28, 15, x, x
Cc1cccc(C(=O)n2c(=S)nc3ccccn32)c1
    14, 12, x, x
c1ccc2c(c1)C(=Nn1cnnc1)c1ccccc1-2
    5, 4, 17, 4
O=C1c2[nH]nc(-c3ccccc3O)c2C(c2ccccc2F)N1Cc1ccco1 (configuration not stated)
    14, -4, 19, -4
O=C(CN1CCN(C(=O)c2ccco2)CC1)Nc1cc(Cl)ccc1Cl
    -16, -16, -16, -16
O=C(CSc1nnnn1C1CCCC1)N1CCCc2ccccc21
    7, 3, 13, 3
O=C(Nc1ccc2c(c1)OCO2)c1cc2ncc(Br)cn2n1
    -20, -18, 3, -18
Cc1ccc(-c2nnc(-c3ccccc3)o2)cc1Br
    -26, -14, 16, -14
CCCCCCCc1c(C)nc(N2CCOCC2)[nH]c1=O
    16, 13, 15, 13
O=C(C1CC1)N(CCc1ccccc1)Cc1nc2ccccc2c(=O)[nH]1
    1, 14, 11, 14
CCOc1ccc(S(=O)(=O)N2CCN(C)CC2)c(C)c1C
    9, 10, -3, 10
O=C(O)c1ccc(NS(=O)(=O)c2ccc(Cl)cc2)cc1
    7, 4, 5, 4
Cc1ccc(-c2nn(-c3ccccc3)c3[nH]c(=O)c(CNCc4ccccc4)cc23)cc1
    6, 18, 26, 18
O=C1c2cccnc2C(=O)N1CO
    -2, 3, 41, 3
COc1cc(S(=O)(=O)N(Cc2ccccc2)Cc2ccccn2)ccc1-n1cnnn1
    -15, -5, 9, -5
COc1cc(OC)cc(C(=O)NC2CCSC2=O)c1 (configuration not stated)
    20, -9, 15, -9
CSc1nnc(C2CCCN2)n1C (configuration not stated)
    -8, -10, 35, -10
COc1cc(-c2nc(-c3ccc(NC(=O)c4ccc(Br)o4)cc3)no2)cc(OC)c1OC
    2, 5, x, x
CC(C)(C)C1CCc2[nH]nc(C(=O)O)c2C1 (configuration not stated)
    -19, -7, 8, -7
O=S(=O)(Nc1cccc2nsnc12)c1ccccc1
    10, 12, 11, 12
CCC(C)(C)n1nnnc1C(c1cc2cccc(C)c2[nH]c1=O)N1CCN(C(=O)c2ccco2)CC1 (configuration not stated)
    12, 0, x, x
O=C(O)CCc1ccc(-c2cccs2)n1NC(=O)c1ccco1
    x, x, 9, x
CCOC(=O)C1=C(O)C(=O)N(c2ccc(S(N)(=O)=O)cc2)C1c1ccc(OC)cc1OC (configuration not stated)
    9, 4, 15, 4
O=C(O)[C@H]1CCCC[C@H]1C(=O)NCCc1ccccc1
    22, 15, x, x
COc1ccc(N(C(=O)COc2ccccc2)C2C=CS(=O)(=O)C2)c(OC)c1 (configuration not stated)
    -5, -14, 11, -14
C=CCN(C(=O)CNC(=O)c1ccco1)C(C(=O)NC1CCCCC1)c1ccc(OC)cc1OC (configuration not stated)
    14, 4, 26, 4
CCOC(=O)Cc1csc(NC(=O)CCCCCN2C(=O)c3cccc4cccc(c34)C2=O)n1
    20, -11, -25, -11
CCOC(=O)c1c(NC(C)=O)sc2c1CCCNC2=O
    20, -9, 11, -9
C[C@H](NC(=O)C1(c2ccccc2)CCN(C(=O)[C@H]2CSCN2C(=O)OC(C)(C)C)CC1)C(=O)O
    1, -4, 24, -4
CSc1ccccc1C(=O)NC1CCCCC1
    15, 7, x, x
COc1cc(OC)cc(C(=O)Nc2cccc(C(C)=O)c2)c1
    7, 0, x, x
CC(NS(=O)(=O)c1ccc(Cl)cc1)C(=O)NCc1ccco1 (configuration not stated)
    19, 13, 4, 13
Cc1ccc(C)c(N2CCN(C(c3ccncc3)c3nnnn3Cc3ccccc3)CC2)c1 (configuration not stated)
    0, -4, 42, -4
CNC(=O)c1cc2cc(OC)ccc2n1CCN(C)C
    1, 11, 5, 11
COc1ccc(-n2nc(C(=O)NCC(=O)Nc3cccc(C)n3)c3ccccc3c2=O)cc1
    -14, 9, x, x
CCOc1ccc(OCC)c(NC(=O)CN2CCN(c3ccc(C)cc3C)CC2)c1
    -2, 10, -34, 10
Cc1ccc(-c2nc(Nc3ccccc3)n[nH]2)cc1
    -6, -17, 22, -17
COCCOC(=O)C1=C(C)NC(=O)NC1c1c(F)cccc1Cl (configuration not stated)
    23, -18, 13, -18
CSc1nnc(-c2ccc(Cl)cc2Cl)o1
    7, -10, 3, -10
O=C1CN2C(=Nc3ccc(Br)cc3C2c2ccccc2)CCN1 (configuration not stated)
    4, -27, 14, -27
Cc1occc1-c1nnc(SCc2cc(=O)n3cc(Br)ccc3n2)n1C
    -4, -14, 42, -14
COc1ccc2c(CC#N)c[nH]c2c1
    14, 15, -7, 15
CS(=O)(=O)Nc1ccc(C(=O)NCc2cccnc2)cc1
    -1, -17, x, x
CN(Cc1cc2ccccc2[nH]c1=O)C(=O)C1CCCCC1
    -1, -5, 16, -5
Cn1c(=O)c(=O)n(C)c2cc(S(=O)(=O)N3CCCCCC3)ccc21
    0, 7, 58*, x
Cc1c(-n2c(=S)[nH]c3ccccc3c2=O)c(=O)n(-c2ccccc2)n1C
    3, 13, x, x
COCCN1CN=C(Nc2nc3ccccc3o2)NC1
    -12, -10, 12, -10
Cc1ccc(OCc2nnc(SCC(=O)NCc3ccco3)n2C)cc1
    19, -4, 11, -4
CCc1ccc(OCc2nnc(SCCN3CCOCC3)n2CC)cc1
    17, -12, 42, -12
COc1cc(/C(C#N)=C/c2ccccc2)c([N+](=O)[O-])cc1OC
    -5, 12, -2, 12
